Lamin A splicing: changes lamin A minigene splicing in HeLa cells. HeLa LMNA splicing GFP/RFP minigene ratio, 48 h. Potency, µM (titrated, usually from 46.1 µM), for inactives: at the highest dose ratio change, negative = inhibition, hits mostly inhibitors. 0.01% of 200,000 active; active means well fitted inhibition curve with a large enough effect in the signal ratio, with a control signal flat, not every such curve was filed as active; inconclusive means small, poorly fitted or top-dose-only effect, or effect the other way, or a change in a side signal; the % refers to the signal ratio; further: potency means the concentration at half of the fitted maximal effect; on the % scale 0 is the no-effect control and ±100 the full control effect
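S3 HeLa cells stably expressing lamin A-EGFP splicing minigene plus DsRed2, 600 cells/well, 48 h compound exposure at 37C. Laser-scanning cytometry; analysed as GFP (500-530 nm)/RFP (575-640 nm) total intensity ratio; 0.5% DMSO vehicle.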
IMPase Li inh: IMPase inhibition in cells with lithium potentiation; CHO-M1 cells, IP1 TR-FRET (IP-One), carbachol + lithium; 0.35% of 210,000 active; Potency, µM (doses to about 59.4 µM), inactives show at the top dose activity, negative = IMPase inhibition, usual class: inhibitors; AID 1457;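 further: IP1 builds up when IMPase is blocked and the TR-FRET signal falls; potency means the concentration at half of the fitted maximal effect; plate controls were basal vehicle for no effect and high inhibitor control for full effect; nearly all actives have a fitted effect of over 50% in size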
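CHO-M1, 2000 cells/well, 16–30 h culture; cpd + low Li+, 30 min 37C; lysis with d2-IP1/Eu-anti-IP1 Ab, 10 min RT; TR-FRET 665/620 ratio and 620 channel; AC50 via Hill.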
CBFb-RUNX1 inh: CBF-beta/RUNX1 interaction disruption | Q01196+Q13951 | AlphaScreen CBFb-His/RUNX1-biotin binding, biochemical | 230,000 tested, under 10 active | Potency, µM (highest dose often 59.8 µM), inactives show at the highest dose activity, negative = inhibition, most hits filed as inhibitors; further: % of control where 0% means no effect
Target sequence (Q01196 whole entry, looked up): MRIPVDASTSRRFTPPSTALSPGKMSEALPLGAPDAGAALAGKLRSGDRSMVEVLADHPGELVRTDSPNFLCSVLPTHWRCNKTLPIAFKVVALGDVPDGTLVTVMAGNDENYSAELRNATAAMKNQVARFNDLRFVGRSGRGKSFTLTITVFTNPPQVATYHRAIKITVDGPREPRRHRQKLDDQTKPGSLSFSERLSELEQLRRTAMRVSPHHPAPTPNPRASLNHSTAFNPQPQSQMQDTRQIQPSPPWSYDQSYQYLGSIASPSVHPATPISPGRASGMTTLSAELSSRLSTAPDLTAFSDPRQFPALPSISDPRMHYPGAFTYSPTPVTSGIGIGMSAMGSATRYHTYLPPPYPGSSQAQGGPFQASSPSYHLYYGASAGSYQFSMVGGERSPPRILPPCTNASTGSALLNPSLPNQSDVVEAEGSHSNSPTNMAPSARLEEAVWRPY
Target sequence (Q13951 whole entry, looked up): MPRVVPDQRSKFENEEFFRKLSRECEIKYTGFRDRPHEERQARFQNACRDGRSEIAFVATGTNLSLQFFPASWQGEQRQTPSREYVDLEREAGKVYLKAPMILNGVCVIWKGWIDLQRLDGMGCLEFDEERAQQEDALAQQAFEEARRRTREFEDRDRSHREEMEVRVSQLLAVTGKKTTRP
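Proteins preincubated together for 20 min at RT before compound addition; 15 min later, nickel and streptavidin beads were added and left 90 min prior to AlphaScreen measurement.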
KinaseGlo FLuc: counter-screen: inhibitors of Kinase-Glo firefly luciferase; Q27757; Kinase-Glo luciferase, ATP luminescence, 8 min; Potency, µM (series often up to 38.3 µM), for the others: at the top dose activity change, negative = inhibition, usual class: inhibitors; 0.28% of 200,000 active; AID 1379; further: potency means the concentration at half of the fitted maximal effect; on the % scale 0 is the no-effect control and ±100 the full control effect; nearly all actives have a fitted effect of over 60% in size
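Compounds were added to a substrate mix at pH 7.2 (50 mM imidazole, 10 uM ATP, within the enzyme's linear range), followed by Kinase-Glo detection reagent; luminescence was measured after 8 minutes at ambient temperature.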
GLA spleen mod: inhibitors or activators of human alpha-galactosidase in spleen homogenate | AID 2107 | 0.008% of 240,000 active | human spleen homogenate, 4MU-alpha-Gal fluorescence, 40 min | P06280 | Potency, µM (top dose mostly 80 µM), without a hit: top-dose activity change, negative = inhibition, usual class: inhibitors;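 further: potency means the concentration at half of the fitted maximal effect; 0% = enzyme with vehicle and -100% = no enzyme basal signal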
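Spleen homogenate 1 ug + cpd (titration) + 4-MU-alpha-D-galactopyranoside 1 mM; 37C 40 min; 50 mM citrate/phosphate pH 5.0, 0.01% Tween-20; stop pH 10; fluorescence 365/440; AC50 via Hill.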
NPSR antag: neuropeptide S receptor (human) antagonism, cAMP; Q6W5P4; 1% of 220,000 active; Potency, µM (highest dose often 38.3 µM), without a hit: at the highest dose activity change, negative = inhibition, usual class: inhibitors; CHO-NPSR cells, cAMP TR-FRET, antagonist mode; AID 1461; further: potency means the concentration at half of the fitted maximal effect; on the % scale 0 is the no-effect control and ±100 the full control effect; nearly all actives have a fitted effect of over 50% in size; many of its hits are not listed in these tables
Target sequence (Q6W5P4 whole entry, looked up): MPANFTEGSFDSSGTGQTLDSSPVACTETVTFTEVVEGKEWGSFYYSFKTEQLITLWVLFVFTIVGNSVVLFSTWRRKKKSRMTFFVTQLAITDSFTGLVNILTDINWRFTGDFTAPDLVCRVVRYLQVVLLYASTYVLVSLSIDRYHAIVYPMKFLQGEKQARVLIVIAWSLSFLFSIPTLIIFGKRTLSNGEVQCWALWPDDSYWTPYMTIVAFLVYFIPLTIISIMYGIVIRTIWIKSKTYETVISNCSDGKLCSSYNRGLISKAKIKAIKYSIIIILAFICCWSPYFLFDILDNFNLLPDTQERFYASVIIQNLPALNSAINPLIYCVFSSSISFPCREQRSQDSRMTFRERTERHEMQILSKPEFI
Epigenetic derep: epigenetic control regulation, reporter derepression; Potency, µM (highest dose often 53.9 µM), for the others: at the top dose GFP activation, actives largely listed as activators; AID 1865; murine LDR cells, GFP reporter derepression, 30 h; 0.2% of 280,000 active; further: potency means the concentration at half of the fitted maximal effect; % of control where 0% means no effect; nearly all actives have a fitted effect of over 60% in size
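Murine LDR cells carrying a silenced, genomically integrated CMV-driven GFP reporter were exposed to compound for 30 hours at 37 C. After PBS washes, GFP-positive cells (20–120 um objects) were counted by laser-scanning microplate cytometry.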
Active calls of the source: *; ? = inconclusive; · = no result given; & = joins results of further samples; [ ] = remark or other dose. Unless noted, the call rests on the fitted dose curve; in most records, active means well fitted curve in the direction sought with a large enough effect; inconclusive means small, poorly fitted or top-dose-only effect, or another doubt; inactive means no such curve, though single readings can be large; an effect the other way counts as inactive or inconclusive.

canonical_smiles	Lamin A splicing	IMPase Li inh	CBFb-RUNX1 inh	KinaseGlo FLuc	GLA spleen mod	NPSR antag	Epigenetic derep
CCn1c(C)nc2cc(C(=O)N/N=C/c3ccc(OC)c(O)c3)ccc21	-12%	0%	-6%	-1%	1%	0%	1.0%
CCCCCCC1C(C#N)=C(N)OC2=C1C(=O)CC(C)(C)C2 (configuration not stated)	1%	2%	3%	2%	-4%	-11%[46.1 µM]	-1.0%
CC1CN(c2nc3ccccn3c(=O)c2/C=C(\C#N)C(=O)N2CCOCC2)CC(C)O1 (configuration not stated)	·	·	3%	·	-2%	9%[7.67 µM]	0.2%
COc1cc(C2Nc3ccccc3NC3=C2C(=O)CC(c2ccc(OC)c(OC)c2)C3)ccc1O (configuration not stated)	5%[46 µM]	·	7%	·	-10%	9%	2.1%
CC1=NN(C(=O)c2ccc(Br)cc2)C(O)(c2ccccc2)C1 (configuration not stated)	?	-2%	-9%	0%	6%	-4%	2.1%
Clc1ccc(OCc2nn3c(C4CCCCC4)nnc3s2)cc1	-27%	11%	-1%	-2%	-8%	-16%[46.1 µM]	0.9%
O=C(NC1CCCC1)C(c1cccs1)N(Cc1ccco1)C(=O)c1csnn1 (configuration not stated)	2%	13%[38.3 µM]	-6%	-2%	-15%	-12%[46.1 µM]	-1.0%
O=C(O)CCC(=O)N1CC=C(c2ccccc2)CC1	17%	43%[activator][38.3 µM]	-4%	-2%	1%	0%[46.1 µM]	-5.8%
CCOc1ncccc1C(=O)OCC(=O)Nc1ccc(-c2nc3ccc(C)cc3s2)cc1	-11%	-13%	17%	3%	?	-8%	-1.6%
CCn1c2ccccc2c2cc(NC(=O)c3cc(OC)cc(OC)c3)ccc21	?	11%	-8%	2%	-9%	13%	-0.9%
CC(C)COc1ccc2[nH]c3c(c2c1)CCCC3=O	?	0%[38.3 µM]	0%	0%	4%	-7%[46.1 µM]	-4.7%
CCSc1nnc(NC(=O)C2C3C=CC(C3)C2C(=O)O)s1 (configuration not stated)	5%	12%[38.3 µM]	-6%	-5%	2%	-3%[46.1 µM]	0.8%
Cc1cnnc2ccc3c(no[n+]3[O-])c12	21%	·	-24%	·	2%	-20%[46.1 µM]	-1.0%
O=C(c1cc2c(s1)-c1ccccc1S(=O)(=O)C2)N1CCCC1	·	·	1%	·	4%	5%	-5.2%
COc1ccc(OC)c(S(=O)(=O)N2c3cc(F)ccc3CCC2C)c1 (configuration not stated)	?	0%[38.3 µM]	1%	1%	-3%	?	-0.9%
Cc1cc(NC(=O)CCSc2nc(-c3ccco3)cc(C(F)(F)F)n2)n(-c2ccccc2)n1	-10%	12%	16%	1%	5%	-15%[46.1 µM]	-2.3%
OC(COc1ccc2ccccc2c1Cl)CN1CCOCC1 (configuration not stated)	3%	7%[38.3 µM]	-2%	11%	-17%	17%[46.1 µM]	-1.0%
N#C/C(=C/C=C/c1ccccc1)C(=O)Nc1ccccc1	?	9%[38.3 µM]	7%	-3%	8%	5%[46.1 µM]	?
CCOC(=O)c1nc2nc(-c3cccs3)cc(C(F)(F)F)n2n1	-8%	-12%	7%	-1%	6%	10%	-1.3%
OC(COC(c1ccccc1)c1ccccc1)CN1CCCCC1 (configuration not stated)	-8%	21%	11%	8%	-1%	-9%[46.1 µM]	1.2%

(next part)
canonical_smiles	Lamin A splicing	IMPase Li inh	CBFb-RUNX1 inh	KinaseGlo FLuc	GLA spleen mod	NPSR antag	Epigenetic derep
N#C/C(=N\Nc1ccc([N+](=O)[O-])cc1)C(N)=S	·	·	?	·	10%	?	2.3%
COc1ccccc1-n1c(-c2ccccc2)c[n+]2c1CCc1ccccc1-2	?	23%&26%	8%&-1%	0%&-3%	-2%&-2%	-15%&-17%	-1.8%&-1.4%
CCN(CC)S(=O)(=O)c1cccc(C(=O)NCC(c2ccccc2)N(C)C)c1 (configuration not stated)	-2%[46 µM]	21%	-2%	-2%	3%	8%	-0.3%
CC1(C)Cc2cccc(OCC(=O)Nc3ccc(OCC(N)=O)cc3)c2O1	8%[9.22 µM]	-1%	3%	-2%	-2%	1%	0.2%
O=C(Nc1ccccc1)/C(=C1\CCCN1)[N+](=O)[O-]	-13%[46 µM]	1%	0%	-4%	-1%	4%	1.6%
CCOc1ccc(-n2c(=O)c3c4c(sc3n(CC(=O)NCC3CCCO3)c2=O)CCCC4)cc1 (configuration not stated)	·	0%	-1%	2%	2%	-3%	-0.1%
Cc1ccc(SCCCCN2C(=O)NC(C)(C)C2=O)cc1	-17%	14%[38.3 µM]	14%	-1%	5%	-7%[46.1 µM]	1.6%
COc1ccccc1NC(=O)CSc1nnc(COc2ccc(Cl)cc2)n1Cc1ccco1	?	5%[38.3 µM]	?	-1%	-11%	?	7.4%
CC1(C)CC(=O)NC=C(c2ccccc2)C1	?	-22%[38.3 µM]	9%	8%	-3%	6%[46.1 µM]	-0.7%
CCOCCOC(=O)C1=C(C)NC2=C(C(=O)CC(c3cccs3)C2)C1c1ccsc1 (configuration not stated)	6%	4%[38.3 µM]	5%	-3%	14%	-28%[46.1 µM]	-5.5%
CCOC(=O)COn1c(SCC(=O)OCC)nc2ccccc2c1=O	-4%	-2%[38.3 µM]	5%	-1%	5%	-15%[46.1 µM]	0.0%
N=c1c2c3c(sc2ncn1N)CCC3	·	·	-15%	·	-11%	-8%	10%
O=C(NCc1ccccc1F)C1CCCN1C(=O)NCc1ccccc1 (configuration not stated)	8%	-7%[38.3 µM]	1%	1%	2%	-11%[46.1 µM]	0.7%
COc1cc(CNc2ccc3[nH]c(=O)[nH]c3c2)cc(Cl)c1OCC(=O)NC(C)(C)C	2%	24%[38.3 µM]	-9%	-1%	7%	-24%[46.1 µM]	2.2%
N#Cc1ccc(-c2ccc(OCC(=O)NCCCN3CCCC3=O)cc2)cc1	6%[46 µM]	-3%	11%	-1%	-6%	-5%	2.8%
O=C(CN1CCCCC1)N1N=C(c2cccs2)CC1c1cccs1 (configuration not stated)	-7%[46 µM]	26%	4%	-1%	5%	9%	0.9%
c1ccc(-c2nc(-c3cccnc3)n[nH]2)cc1	-8%	-3%	5%	-2%	2%	13%	0.0%
Cc1cc(N2CCCC2=O)cc(C)c1S(=O)(=O)NCCOc1ccc(C(C)(C)C)cc1	?	7%	1%	3%	-7%	?	-2.0%
CCOc1cc(CNc2ccc(O)cc2)cc(Br)c1OCc1ccccc1F	7%	38%[38.3 µM]	-7%	0%	-4%	?	?
O=C1NC(Cc2c[nH]c3ccccc23)C(=O)N1CCOc1ccc(F)cc1 (configuration not stated)	?	11%[38.3 µM]	-4%	-1%	-27%	3%[46.1 µM]	-2.8%

An excerpt of these results, with each value named:
N#C/C(=N\Nc1ccc([N+](=O)[O-])cc1)C(N)=S
  Lamin A splicing: ·
  IMPase Li inh: ·
  CBFb-RUNX1 inh: ?
  KinaseGlo FLuc: ·
  GLA spleen mod: 10%
  NPSR antag: ?
  Epigenetic derep: 2.3%
COc1ccccc1-n1c(-c2ccccc2)c[n+]2c1CCc1ccccc1-2
  Lamin A splicing: ?
  IMPase Li inh: 23%&26%
  CBFb-RUNX1 inh: 8%&-1%
  KinaseGlo FLuc: 0%&-3%
  GLA spleen mod: -2%&-2%
  NPSR antag: -15%&-17%
  Epigenetic derep: -1.8%&-1.4%
CCN(CC)S(=O)(=O)c1cccc(C(=O)NCC(c2ccccc2)N(C)C)c1 (configuration not stated)
  Lamin A splicing: -2%[46 µM]
  IMPase Li inh: 21%
  CBFb-RUNX1 inh: -2%
  KinaseGlo FLuc: -2%
  GLA spleen mod: 3%
  NPSR antag: 8%
  Epigenetic derep: -0.3%
CC1(C)Cc2cccc(OCC(=O)Nc3ccc(OCC(N)=O)cc3)c2O1
  Lamin A splicing: 8%[9.22 µM]
  IMPase Li inh: -1%
  CBFb-RUNX1 inh: 3%
  KinaseGlo FLuc: -2%
  GLA spleen mod: -2%
  NPSR antag: 1%
  Epigenetic derep: 0.2%

Continued.
canonical_smiles	Lamin A splicing	IMPase Li inh	CBFb-RUNX1 inh	KinaseGlo FLuc	GLA spleen mod	NPSR antag	Epigenetic derep
CC(C)(C)C(=O)CSc1nc2ncc(Br)cc2[nH]1	-9%	·	3%	·	0%	-12%[46.1 µM]	-7.2%
COCCSc1ccccc1C(=O)N1CCN(Cc2ccc3c(c2)OCO3)CC1	-15%	10%[38.3 µM]	4%	3%	4%	-14%[46.1 µM]	2.1%
COc1ccc2oc(=O)c(-c3nnc(N)s3)cc2c1	·	-17%	6%	-3%	0%	-31%	6.2%
CC(C)(C)C(=O)Nc1ccccc1C(=O)Nc1cc(Cl)ccc1Cl	?	5%[38.3 µM]	10%	1%	-4%	-22%[46.1 µM]	-0.9%
CCOC(=O)C1=NNC2(c3ccc(C)cc3)C(=O)N(c3ccc(Cl)cc3)C(=O)C12 (configuration not stated)	1%	8%	6%	2%	6%	-19%[46.1 µM]	0.0%
OCC1CCCCN1C(=S)NCc1ccco1 (configuration not stated)	·	3%	7%	3%	-1%	-17%	-0.6%
Cc1ccc(NC(=O)CN(C)C(=O)CCCN2C(=O)c3ccccc3C2=O)cc1	4%	-3%[38.3 µM]	-1%	-1%	-1%	-7%[46.1 µM]	-5.9%
COc1ccc(CCn2c(N)c(S(=O)(=O)c3cccs3)c3nc4ccccc4nc32)cc1OC	?	-3%[38.3 µM]	11%	-2%	29%	?	-4.8%
CC(C)OC(=O)c1ccc(COC(=O)c2cnccn2)cc1	-3%[46 µM]	6%	3%	-11%	0%	22%	-3.6%
CCN1CCN(CCCNC(=O)C(NC(=O)C2CCC(C)CC2)C(C)C)CC1 (configuration not stated)	17%	13%[38.3 µM]	3%	-6%	-3%	-4%[46.1 µM]	0.9%
COc1ccc(CNC(=O)CCN2C(=S)NC(C)(C)CC2C)cc1 (configuration not stated)	·	1%	2%	1%	2%	15%	-0.2%
COc1ccc(OC)c2c(C)cc(N3CCN(C(=O)c4ccc(Cl)cc4)CC3)nc12	13%	25%[38.3 µM]	-5%	18%	-8%	-27%[46.1 µM]	-1.0%
CCCC(=Nc1ccccc1)C1=C(O)C(C(=O)OC)C(C)(C)CC1=O (configuration not stated)	-2%	-1%[38.3 µM]	4%	-4%	-7%	-8%[46.1 µM]	0.4%
COc1cc(CCC(=O)N2CCN(S(=O)(=O)c3ccc(C)c(C)c3)CC2)cc(OC)c1OC	-12%	4%	4%	3%	22%	-15%[46.1 µM]	-5.7%
O=C(CSc1nc(O)cc(=O)[nH]1)N1c2ccccc2CCc2ccccc21	·	·	10%	·	1%	5%	-2.9%
CCNc1ncc2ncc(=O)n(CCc3ccccc3)c2n1	·	3%	·	3%	11%	·	·

Screening data as filed in PubChem BioAssay.

Not all compounds are listed; count on the stated rates, not on these rows.
